PPARg SRC-2 ag: agonists of SRC-2 recruitment by human PPARgamma; P37231; PPARgamma LBD-SRC-2 recruitment, biochemical; activation, % at 8 µM; 0.34% of 200,000 active; in the data active = activation above about 22%;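 note: 0% = vehicle and 100% = reference agonist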
ROMK mod: human ROMK K+ channel modulation, primary screen | 2% of 130,000 active | Tet-inducible ROMK, thallium flux fluorescence; actives lie on both sides | B-score at 10 µM | AID 1918;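 active = signal ratio slope over the read window, or its plate-corrected B-score, at least 3 SD from the plate mean, either direction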;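 note: B-score of the F/F0 ratio slope over 7 to 12 s after thallium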
Target sequence (P48048 whole entry, looked up): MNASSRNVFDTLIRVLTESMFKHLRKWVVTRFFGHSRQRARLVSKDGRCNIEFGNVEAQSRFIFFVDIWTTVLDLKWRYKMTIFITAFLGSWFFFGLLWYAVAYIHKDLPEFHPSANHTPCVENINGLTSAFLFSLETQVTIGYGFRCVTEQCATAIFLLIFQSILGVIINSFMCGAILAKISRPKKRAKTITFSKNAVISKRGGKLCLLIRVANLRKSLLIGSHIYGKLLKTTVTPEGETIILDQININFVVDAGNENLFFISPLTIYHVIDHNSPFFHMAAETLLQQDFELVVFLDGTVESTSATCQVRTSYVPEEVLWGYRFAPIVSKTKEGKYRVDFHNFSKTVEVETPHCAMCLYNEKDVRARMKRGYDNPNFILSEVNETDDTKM
Diaphorase act: counter-screen for diaphorase-based assays: diaphorase activators and chemical reducers. Diaphorase/resazurin coupled assay, resorufin fluorescence, 16 min; hits give high values; 1 = vehicle wells, 0 = NADH-free wells. activation factor at 20 µM. 0.005% of 190,000 active;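 active = diaphorase activity raised at least twofold by the compound at 20 µM; inactive = activation factor below 2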
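Assay system: Purified diaphorase enzyme from Clostridium kluyveri | Amount: Enzyme 0.07 U/mL final | Dosing: Compound 20 µM once, DMSO 1% | Timing: 16 min reaction at room temperature | Detection: Fluorescence, excitation 544 nm and emission 590 nm | Evaluation: Higher resorufin formation from activation or reduction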
PMI act: phosphomannose isomerase (human) activation; purified human PMI, coupled resazurin fluorescence, 20 min; hits give high values; 1 = vehicle control, 0 substrate-free wells; activation factor at 20 µM; 0.005% of 190,000 active; AID 1214;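 active = activation factor of 2 or more at 20 µM, relative to plate controls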
G6PDH counter: counter-screen for G6PDH assay hits: L. mesenteroides G6PDH inhibition. inhibition, % at 5 µM. AID 1020. Purified L. mesenteroides G6PDH, diaphorase/resazurin coupled fluorescence, 45 min. 0.12% of 200,000 active; in the data active = inhibition above about 50%
PPARg SRC-3 ag: agonists of human PPARgamma SRC-3 coactivator recruitment | biochemical PPARgamma/SRC-3 coactivator recruitment assay | P37231 | activation, % at 8 µM | 0.26% of 200,000 active; in the data active = activation above about 23%;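 note: 0% = DMSO and 100% = reference agonist; some compounds past the cut are filed as inactive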
PMI act satM6P: increases human PMI activity with near-saturating mannose 6-phosphate. 0.34% of 190,000 active. activation factor at 20 µM. coupled PMI enzyme assay, resazurin fluorescence, 20 min; hits give high values; 1 = untreated enzyme, 0 = substrate-free blank. P34949;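 active = activation factor of 2 or more at 20 µM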
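Technique: Diaphorase-driven resazurin-to-resorufin fluorescence, excitation 544, emission 590 nm | Assay system: Human PMI in coupled enzyme assay | Times: Enzyme reaction with compound 20 min at room temperature | Medium: HEPES-buffered pH 7.4 with magnesium and detergent | Reagent: Mannose-6-phosphate 1.0 mM (near-saturating) plus 0.22 mM NADP+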
Diaphorase inh: counter-screen for diaphorase-based assays: diaphorase inhibitors and chemical oxidizers | diaphorase resazurin-to-resorufin fluorescence, NADH, 16 min; bacterial (C. kluyveri) enzyme, not human | 0.69% of 190,000 active | inhibition, % at 20 µM;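 active = primary screen inhibition at 20 µM above a set limit, cut at about 50% in these data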;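 note: plate controls were DMSO with full reaction for no effect and wells lacking NADH for full effect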
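Benchmarks: positive control wells lacking NADH, neutral wells with DMSO only. System: bacterial diaphorase enzyme (C. kluyveri). Input: 0.14 U/mL diaphorase, enzyme working solution. Detection: resorufin fluorescence, excitation 544 nm, emission 590 nm. Times: 16-min room-temperature incubation before reading.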
PPARg SRC-1 ag: PPARgamma-driven SRC-1 recruitment agonism; activation, % at 8 µM; P37231; PPARgamma-SRC-1 coactivator recruitment biochemical assay; 0.41% of 200,000 active; AID 631; in the data active = activation above about 19%;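 note: 0% = DMSO and 100% = reference agonist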
S1P3 antag: antagonists of human S1P3 receptor. AID 485. 0.27% of 170,000 active. CHO S1P3 NFAT-BLA reporter, FRET fluorescence, antagonist mode. inhibition, % at 4.98 µM;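 active = inhibition above the plate cutoff, the mean inhibition of test wells on that plate plus 3 SD, cut at about 28% in these data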;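 note: cells challenged with S1P at its EC80 of 0.8 µM; blue over green emission ratio from cleaved BLA substrate after 4 h stimulation; 0% = S1P-stimulated wells and 100% = unstimulated DMSO-only wells; some compounds past the cut are filed as inactive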
Target sequence (Q99500 whole entry, looked up): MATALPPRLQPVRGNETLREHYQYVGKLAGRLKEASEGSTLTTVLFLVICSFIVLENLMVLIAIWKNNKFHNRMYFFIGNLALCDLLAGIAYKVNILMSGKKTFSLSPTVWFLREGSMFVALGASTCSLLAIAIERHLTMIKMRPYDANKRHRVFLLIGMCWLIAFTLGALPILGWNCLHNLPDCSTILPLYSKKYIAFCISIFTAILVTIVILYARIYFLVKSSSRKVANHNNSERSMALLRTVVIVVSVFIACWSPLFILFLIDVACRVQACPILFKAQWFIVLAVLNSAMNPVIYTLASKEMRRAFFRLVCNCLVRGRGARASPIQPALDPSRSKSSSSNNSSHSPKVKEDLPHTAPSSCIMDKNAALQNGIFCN
SRC2 TRFRET art: TR-FRET artefact, counter-screen to PPARgamma/SRC-2 agonist assay; hits give high values; TR-FRET ratio at 8 µM; 0.4% of 200,000 active; AID 1049; in the data active = TR-FRET ratio above about 2000; note: inactives centre near 1500
The depositor's hits bear a star; . = not tested or not shown.

item | molecule | PPARg SRC-2 ag | ROMK mod | Diaphorase act | PMI act | G6PDH counter | PPARg SRC-3 ag | PMI act satM6P | Diaphorase inh | PPARg SRC-1 ag | S1P3 antag | SRC2 TRFRET art
1 | CC(C(=O)NCCN1C(=O)S/C(=C\c2cccnc2)C1=O)N1C(=O)c2ccccc2C1=O (centres undefined) | -1 | -0.88 | 0.9 | 1 | 2 | 1 | 1 | 8 | 7 | -5 | 1460
2 | COc1ccc(C(C(=O)NC(C)(C)C)N(Cc2ccco2)C(=O)CCC(=O)Nc2cc(C)on2)cc1 (centres undefined) | 6 | . | 1 | 1 | -1 | 3 | 1 | 4 | -1 | -22 | 1763
3 | Oc1ccc(CN2CCc3ccccc3C2)c2cccnc12 | 4 | -2.8 | 0.5 | 0.6 | -25 | -1 | 0.5 | 48 | 6 | . | 1525
4 | Cc1sc2ncnc(SCC(=O)N3CCCC3)c2c1C | -4 | -2.8 | 0.8 | 0.9 | -34 | 5 | 0.9 | 19 | -1 | 20 | 1464
5 | CCOC(=O)N1CCc2c(sc(NC(C)=O)c2C(N)=O)C1 | 8 | . | . | . | . | 9 | . | . | 3 | -30 | 1824
6 | COc1ccc(/C=C/C(=O)N2CCN(c3ccccn3)CC2)c2ccccc12 | 4 | -0.06 | 0.8 | 0.9 | -1 | 2 | 0.9 | 19 | -3 | -3 | 1478
7 | Cn1nc(C(=O)NC2CCCCC2)c2ccccc2c1=O | 4 | 0.3 | 1 | 1 | 0 | 8 | 1.1 | 2 | 7 | 13 | 1764
8 | CCc1cc2cc(C)cc(C)c2nc1SCC(=O)Nc1cc(C)on1 | 5 | 0.9 | 0.9 | 0.9 | 10 | 4 | 1 | 9 | 3 | -7 | 1522
9 | COc1cc(C2C(C(=O)c3ccc(C)o3)=C(O)C(=O)N2c2cc(C)on2)cc(Br)c1O (centres undefined) | 1 | 1.1 | 0.8 | 0.9 | -18 | -6 | 0.9 | 24 | 5 | 4 | 1535
10 | Cc1scc(C(=O)Nn2cnnc2)c1-c1ccccc1 | 4 | . | 0.9 | 0.8 | 0 | -5 | 0.9 | 11 | 4 | -8 | 1651
11 | Cc1ccc(-c2csc(NC(=O)CSc3nc(C)cs3)n2)cc1 | 12 | -0.94 | 1 | 1 | -4 | 8 | 1 | 3 | -1 | . | 1586
12 | CCOC(=O)c1c(NC(=S)Nc2ccccc2)sc(C)c1C | 7 | . | 1 | 1 | -1 | 4 | 1.1 | 0 | 2 | . | 1515
13 | O=C(CCCSc1nc2ccccc2s1)NCc1ccco1 | 5 | . | 0.9 | 1.1 | -4 | 10 | 1 | 15 | -3 | . | 1574
14 | CC[C@H](C)NC(=O)c1ccc(Cn2c(=S)[nH]c3c([nH]c4ccc(OC)cc43)c2=O)cc1 | 10 | . | 1 | 1 | -9 | 7 | 1.1 | 3 | 3 | 6 | 1825
15 | Cc1ccc(C(=O)C(C)OC(=O)C2=COCCO2)cc1C (centres undefined) | -4 | -0.36 | 1.1 | 1 | 1 | -4 | 1.1 | -6 | 9 | -1 | 1533
16 | O=C(CCn1c(=O)[nH]c2ccsc2c1=O)N1CCN(Cc2ccc3c(c2)OCO3)CC1 | 6 | . | 0.9 | 0.9 | -16 | 6 | 1 | 9 | 8 | . | 1634
17 | C/C(CC(=O)Nc1ccc(Cl)c(C(F)(F)F)c1)=N\NC(N)=S | 8 | -1.9 | 0.8 | 0.9 | 6 | -2 | 1 | 24 | 2 | -7 | 1545
18 | COc1ccc(CC(=O)NNC(=O)CCC(=O)Nc2cc(C)ccc2C)cc1 | 3 | . | 1 | 1 | 5 | 4 | 1 | -2 | 10 | -17 | 1755
19 | CCCSc1nc(N2CCOCC2)c2c(c1C#N)CC(C)(C)SC2 | 4 | -0.15 | 0.9 | 0.9 | 1 | -5 | 1 | 14 | 4 | . | 1524
20 | CN(C(=O)COc1ccc([N+](=O)[O-])cc1)C1CCS(=O)(=O)C1 (centres undefined) | -4 | -1.4 | 1 | 1 | -4 | 0 | 1 | 2 | 7 | -18 | 1390
21 | COc1ccc(-c2cc3nc(C)c(CCC(=O)NCc4ccc(F)cc4)c(C)n3n2)c(OC)c1 | 0 | -0.8 | 0.9 | 0.9 | 4 | -6 | 1 | 11 | -10 | -6 | 1390
22 | CCOC(=O)COc1ccc(Br)cc1/C=C\c1[nH]c(=O)[nH]c(=O)c1[N+](=O)[O-] | 2 | -1.2 | 0.7 | 1 | 15 | 9 | 0.8 | 30 | -4 | -8 | 1735
23 | CCOc1ccc(C(=O)COc2ccc(NC(C)=O)cc2)cc1 | 21 | 0.052 | 1.1 | 1.1 | 6 | 9 | 1.1 | -8 | -3 | . | 1594
24 | CC[C@@H]1C=C(C)C[C@H](C)C[C@H](OC)[C@H]2O[C@@](O)(C(=O)C(=O)N3CCCC[C@H]3C(=O)O[C@H](/C(C)=C/[C@@H]3CC[C@@H](O)[C@H](OC)C3)[C@H](C)[C@@H](O)CC1=O)[C@H](C)C[C@@H]2OC | -4 | -3.6* | 0.9 | 1 | 4 | -2 | 1 | 14 | -8 | 89* | 1338
25 | CC(=O)Nc1nnc(SCC(=O)c2ccc(F)cc2)s1 | 4 | -0.37 | . | . | 13 | 3 | . | . | 10 | -5 | 1840
26 | Cc1cc(N2C(=O)CCC2=O)ccc1NC(=O)c1cccs1 | 9 | . | 0.9 | 1.1 | 12 | -2 | 1 | 6 | 2 | . | 1659
27 | COc1cc(C(=S)N2CCOCC2)ccc1OS(=O)(=O)c1ccccc1[N+](=O)[O-] | 7 | . | 0.9 | 0.9 | -11 | 7 | 1 | 11 | 7 | 6 | 1592
28 | CCCn1nnc(NC(=O)C(C)Oc2ccc(Cl)cc2Cl)n1 (centres undefined) | -6 | . | 0.9 | 0.9 | -1 | -1 | 0.9 | 15 | 1 | -15 | 1447
29 | CCOc1ccc(C(C)=O)cc1COC(=O)c1cccnc1SC | 5 | 0.55 | 1 | 1 | -2 | 4 | 1 | 4 | 1 | -20 | 1596
30 | Cc1sc2ncn(CC(=O)OCC(=O)NC(C)(C)C)c(=O)c2c1C | -6 | . | 0.9 | 1 | -3 | -6 | 1 | 6 | -9 | 4 | 1363
31 | C=CCn1c(SCC(=O)c2cc(C)n(C)c2C)nnc1-c1ccncc1 | 2 | -0.12 | 0.9 | 0.9 | -1 | 0 | 0.8 | 15 | 6 | -20 | 1475
32 | Cc1cccc2c1CC(C)(C)N/C2=C\C(N)=O | 3 | -0.93 | 0.9 | 1.1 | 0 | -2 | 0.9 | 6 | -6 | -13 | 1394
33 | Cc1ccc(-n2c(=O)c(C#N)cc3c(=O)n4ccccc4nc32)cc1C | -1 | 0.32 | 0.8 | 1 | 3 | 3 | 1.1 | 16 | -2 | . | 1538
34 | Cc1ccc(-c2ncccc2OC(=O)C23CC4CC(CC(C4)C2)C3)cc1 | -9 | -0.26 | 0.8 | 0.9 | 1 | -6 | 0.9 | 18 | 1 | . | 1470
35 | CCOC(=O)Cn1nc(C)n(-c2ccc(Cl)cc2)c1=O | 3 | -0.68 | 0.9 | 0.9 | 0 | 1 | 0.9 | 9 | 6 | 10 | 1642
36 | Cc1nn(C)c(C)c1S(=O)(=O)NC1CCCC1 | 1 | . | 0.8 | 1 | 0 | 1 | 1 | 15 | 0 | 12 | 1214
37 | O=C(O)c1ccc(NS(=O)(=O)c2cc(Cl)ccc2Cl)cc1 | 2 | 0.62 | 1 | 1.1 | 16 | -17 | 1.1 | -1 | -2 | -24 | 1419
38 | Cc1ccc(NC(=O)COC(=O)CNC(=O)c2ccc3ccccc3c2)c([N+](=O)[O-])c1 | -5 | 0.63 | 0.8 | 0.9 | -5 | -2 | 0.9 | 22 | -3 | -1 | 1427
39 | COCCNC(=O)C(NC(=O)C1CCCCC1)C(C)C (centres undefined) | -3 | 0.036 | 0.9 | 1 | 1 | 0 | 1 | 9 | 10 | -10 | 1702
40 | Clc1cc(Cl)cc(C2=NCCC(c3ccccc3)O2)c1 (centres undefined) | 4 | -0.59 | 0.8 | 0.9 | 18 | 1 | 0.8 | 16 | -2 | -5 | 1510
41 | COCCOC(=O)c1c(C)nc(SCC(=O)Nc2ccc(C)cc2)c(C#N)c1-c1ccco1 | 0 | -0.72 | 0.9 | 0.8 | 5 | -4 | 0.9 | 14 | -4 | . | 1319
42 | CCOc1cc(Br)ccc1S(=O)(=O)NCc1ccccc1 | -1 | 0.36 | 0.8 | 0.8 | 8 | -1 | 0.8 | 18 | 7 | . | 1355
43 | COc1ccc(Nc2nc(N)nc(CSc3nc(C)cc(C)n3)n2)cc1 | 4 | -0.4 | 0.9 | 1 | 8 | 10 | 0.9 | 8 | 3 | 18 | 1601
44 | CCOC(=O)C(C)n1cnc2c(nnn2Cc2ccc(C)cc2)c1=O (centres undefined) | 5 | -0.033 | 0.8 | 0.9 | 0 | 6 | 0.9 | 16 | -2 | -8 | 1574
45 | O=C(CCC(=O)Nc1ccccc1)NNC(=O)c1ccccc1Cl | 10 | 1.2 | 1 | 1 | 3 | -3 | 1 | -4 | -2 | -4 | 1835
46 | CCOc1ccc(-n2c(C)nc3cc(C(=O)NCc4ccc5c(c4)OCO5)ccc32)cc1 | 5 | 2.3 | 0.7 | 0.9 | -1 | -1 | 0.9 | 25 | -1 | -22 | 1700
47 | CCc1nc(NCc2ccccc2)c(C#N)c2c1CCCC2 | 5 | 0.45 | 0.8 | 0.8 | -11 | 2 | 0.9 | 20 | -1 | -12 | 1584
48 | Cn1nc(C(F)(F)F)c2cc(C(=O)O)sc21 | 2 | -0.076 | 0.9 | 1.1 | 4 | -3 | 1 | 11 | 3 | -12 | 1578
49 | CSc1nc(S(=O)(=O)c2ccccc2)c(Cl)s1 | 3 | 1.2 | 1.1 | 1 | 1 | 0 | 1 | -6 | 12 | 20 | 1741
50 | Cc1cc(=O)[nH]c(SCCOc2ccc3c(c2)CCC3)n1 | -1 | -0.76 | 0.9 | 0.9 | -2 | -4 | 0.9 | 11 | -2 | 19 | 1536

Looked up by compound from above, two records:
item | molecule | PPARg SRC-2 ag | ROMK mod | Diaphorase act | PMI act | G6PDH counter | PPARg SRC-3 ag | PMI act satM6P | Diaphorase inh | PPARg SRC-1 ag | S1P3 antag | SRC2 TRFRET art
49 | CSc1nc(S(=O)(=O)c2ccccc2)c(Cl)s1 | 3 | 1.2 | 1.1 | 1 | 1 | 0 | 1 | -6 | 12 | 20 | 1741
46 | CCOc1ccc(-n2c(C)nc3cc(C(=O)NCc4ccc5c(c4)OCO5)ccc32)cc1 | 5 | 2.3 | 0.7 | 0.9 | -1 | -1 | 0.9 | 25 | -1 | -22 | 1700

Screening data as filed in PubChem.
